BRCA1 expr up: qHTS Assay to Identify Small Molecule Activators of BRCA1 Expression; MCF7-BRCA1-FFLuc reporter, luminescence, 48 h; response scale: scaled: vehicle 0%, 10 µM genistein 100%; Potency, µM (series often up to 46.1 µM), for inactives: at the highest dose activation, actives largely listed as activators; hit rate 1.1% among 380,000; AID 624202, 2012; also: nearly all actives have a fitted effect of over 80% in size; some results filed as inactive show a strong effect at the top dose
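Reporter cells (MCF7, BRCA1 promoter-firefly luciferase) received library compounds across a concentration series for 48 h. End-point luminescence was measured and concentration-effect curves derived after normalization.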
ELG1 genotox: qHTS screen for small molecules that induce genotoxicity in human embryonic kidney (HEK293T) cells expressing luciferase-tagged ELG1 | Potency, µM (titrated, usually from 46 µM), for inactives: at the top dose activity change, positive = activation, usual class: activators | AID 504466, 2011 | hit rate 1.3% among 330,000 | HEK293T ELG1-luciferase reporter, luminescence, 16 h; also: % of control where 0% means no effect; nearly all actives have a fitted effect of over 60% in size
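Luminescence read-out: rising ELG1-luciferase signal, reflecting elevated ELG1 protein under genetic stress, flags genotoxic compounds. Cells were treated for 16 hr at 37 °C before ONE-Glo detection.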
uPA surface inh: qHTS for Inhibitors of Cell Surface uPA Generation; hit rate 0.31% among 330,000; cell surface uPA generation assay, qHTS; AID 540303, 2011; Potency, µM (titrated, usually from 38.3 µM), for inactives: at the top dose activity change, negative = inhibition, actives largely listed as inhibitors; active = well fitted inhibition curve with a large enough effect; inconclusive = small, poorly fitted or top-dose-only effect; inactive = no such curve, though single readings can be large or run the other way; tested in mouse RAW 264.7 cells; also: % is scaled to controls: 0 for no effect and ±100 for the full control effect; nearly all actives have a fitted effect of over 55% in size
MBNL1 CUG block: qHTS Assay for Inhibitors of MBNL1-poly(CUG) RNA binding | Muscleblind-like protein 1 (Homo sapiens), Q9NR56 | TR-FRET MBNL1-His/biotin-(CUG)12 binding, 665/545 ratio | Potency, µM (titrated, usually from 57.5 µM), inactives show at the highest dose activity change, negative = inhibition, hits mostly inhibitors | hit rate 0.036% among 280,000; active = well fitted inhibition curve with a large enough effect in the signal ratio, with a control signal flat, not every such curve was filed as active; inconclusive = small, poorly fitted or top-dose-only effect, or effect the other way, or a change in a side signal; inactive = no such curve, though single readings can be large or run the other way; the % refers to the signal ratio; also: % is scaled to controls: 0 for no effect and ±100 for the full control effect
Target sequence (Q9NR56 whole entry, looked up): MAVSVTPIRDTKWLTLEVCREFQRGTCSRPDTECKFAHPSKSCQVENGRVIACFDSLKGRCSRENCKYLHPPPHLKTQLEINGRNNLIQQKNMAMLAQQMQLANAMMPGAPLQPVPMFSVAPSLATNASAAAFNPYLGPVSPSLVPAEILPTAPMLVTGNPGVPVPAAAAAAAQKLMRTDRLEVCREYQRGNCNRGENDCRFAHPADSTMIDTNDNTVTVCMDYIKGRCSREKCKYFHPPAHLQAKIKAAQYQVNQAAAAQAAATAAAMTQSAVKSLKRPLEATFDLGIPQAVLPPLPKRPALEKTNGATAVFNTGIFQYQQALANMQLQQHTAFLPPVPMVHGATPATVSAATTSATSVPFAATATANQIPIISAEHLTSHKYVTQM
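Inhibition of protein-RNA binding appears as loss of TR-FRET between terbium anti-His antibody on MBNL1-His and streptavidin-XL665 on biotin-(CUG)12. Activity is normalized to buffer-only and uninhibited-complex controls.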
NPC1 promoter act: qHTS Assay for NPC1 Promoter Activators; Huh7 NPC1 promoter luciferase reporter, 24 h; hit rate 2.4% among 320,000; Potency, µM (highest dose often 9.22 µM), inactives show at the highest dose activation, most hits filed as activators;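 also: % of control where 0% means no effect; nearly all actives have a fitted effect of over 60% in size; reporter is driven by a mutant NPC1 promoter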
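Cells: Huh7 expressing luciferase under the NPC1 promoter, 1500/well. Seeded 2 h, compound added, incubated 24 h at 37 °C. Luciferase reagent, 10 min ambient, then luminescence.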
p53 reactivation: qHTS assay for re-activators of p53 using a Luc reporter; Potency, µM (titrated, usually from 92.2 µM), for inactives: top-dose activity change, positive = activation, usual class: activators; hit rate 0.063% among 320,000; H1299 p53-A138V BP100-luciferase reporter, luminescence, 24 h; also: % of control where 0% means no effect; nearly all actives have a fitted effect of over 45% in size
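H1299 (p53-null), stable ts p53-A138V + BP100-Luc; 1000 cells/well, Opti-MEM/10% FBS; cpd 4 pt, 1:5; 24 h, 37 deg C, 5% CO2; detection reagent 10 min RT; luminescence.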
Rab9 prom act: qHTS Assay for Rab9 Promoter Activators | Potency, µM (highest dose often 9.22 µM), inactives show at the top dose activation, negative = inhibition, hits mostly activators | hit rate 2.8% among 320,000 | Huh7 Rab9 promoter-luciferase reporter, luminescence, 24 h; also: % of control where 0% means no effect; nearly all actives have a fitted effect of over 60% in size
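Luciferase signal after 10 min detection reagent at ambient indicates Rab9 promoter upregulation; stably transfected Huh7 cells were treated 24 h with compound in DMSO at 37 °C, 5% CO2.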
RORgamma inh: qHTS for inhibitors of ROR gamma transcriptional activity | Nuclear receptor ROR-gamma (Mus musculus), P51450 | Drosophila S2 Gal4-RORgamma UAS-luciferase reporter, 20 h | hit rate 5.4% among 310,000 | Potency, µM (highest dose often 53.6 µM), for inactives: at the highest dose activity change, negative = inhibition, hits mostly inhibitors; also: % is scaled to controls: 0 for no effect and ±100 for the full control effect; nearly all actives have a fitted effect of over 60% in size
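Compounds are pin-transferred onto Drosophila Schneider cells expressing a copper-inducible Gal4–ROR gamma transactivation domain fusion. After 1 hr, copper sulfate is added to 700 uM final; luciferase is read 20 hr later.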
CXXC DNA block: qHTS Fluorescence Polarization Assay for Inhibitors of MLL CXXC domain - DNA interaction. Potency, µM (series often up to 115 µM), for the others: top-dose activity change, negative = inhibition, hits mostly inhibitors. MLL-CXXC / FITC-HOXA9 DNA fluorescence polarization. hit rate 0.037% among 290,000; active = well fitted inhibition curve with a large enough effect in the polarisation, with a control signal flat, not every such curve was filed as active; inconclusive = small, poorly fitted or top-dose-only effect, or effect the other way, or a change in a side signal; inactive = no such curve, though single readings can be large or run the other way; the % refers to the polarisation
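Fluorescence polarization: 7 uM MLL-CXXC (stock) preincubated 5 min with compounds, then 50 nM fluorescein-HOX-A9 DNA (stock) added; 30 min ambient. Buffer 50 mM Tris-HCl pH 7.5, 50 mM NaCl, 1 mM DTT, 0.05% BSA.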
FLuc counter: qHTS profiling assay for firefly luciferase inhibitor/activator using purifed enzyme and Km concentrations of substrates (counterscreen for miR-21 project) | purified FLuc, Km substrates, luminescence inhibition | Potency, µM (top dose mostly 57.5 µM), for the others: at the highest dose activity change, negative = inhibition, usual class: inhibitors | hit rate 6.9% among 360,000 | AID 588342, 2011;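 also: plate controls were vehicle for no effect and reference inhibitor for full effect; nearly all actives have a fitted effect of over 55% in size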
Target sequence (P08659 whole entry, looked up): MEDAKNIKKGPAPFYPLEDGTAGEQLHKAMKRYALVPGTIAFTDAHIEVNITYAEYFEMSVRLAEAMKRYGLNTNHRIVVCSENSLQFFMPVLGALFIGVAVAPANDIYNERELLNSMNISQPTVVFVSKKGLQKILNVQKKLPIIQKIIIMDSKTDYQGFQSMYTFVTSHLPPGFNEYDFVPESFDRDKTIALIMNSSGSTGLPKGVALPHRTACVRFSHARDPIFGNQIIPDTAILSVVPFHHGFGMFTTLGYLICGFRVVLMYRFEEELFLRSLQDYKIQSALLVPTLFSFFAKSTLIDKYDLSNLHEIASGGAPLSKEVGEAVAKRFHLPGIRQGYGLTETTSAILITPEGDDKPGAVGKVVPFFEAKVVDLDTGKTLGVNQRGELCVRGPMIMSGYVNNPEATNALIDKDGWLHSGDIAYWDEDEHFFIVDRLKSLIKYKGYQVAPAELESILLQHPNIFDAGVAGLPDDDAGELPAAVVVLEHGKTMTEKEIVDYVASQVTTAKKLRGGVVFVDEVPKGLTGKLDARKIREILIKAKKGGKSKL
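Biochemical qHTS of compounds, final roughly 60 µM downward over six points, against 10 nM purified firefly luciferase using Km concentrations of substrates (10 uM D-luciferin, 10 uM ATP) in Tris acetate pH 7.5 buffer; luminescence output.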
VP16 counter: VP16 counterscreen qHTS for inhibitors of ROR gamma transcriptional activity | Potency, µM (highest dose often 53.6 µM), inactives show top-dose activity, negative = inhibition, hits mostly inhibitors | Drosophila S2 Gal4-VP16 UAS-luciferase, luminescence, 20 h | hit rate 3.5% among 310,000 | AID 2546, 2010;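 also: Gal4-VP16 expression switched on by copper sulfate through the metallothionein promoter; % is scaled to controls: 0 for no effect and ±100 for the full control effect; nearly all actives have a fitted effect of over 50% in size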
Starred values were filed as active, the others as inactive; ? = inconclusive; nt = no result given; [ ] = dose if it differs, or a comment. Unless noted, calls follow the shape of the dose curve; as a rule, active = well fitted curve in the direction sought with a large enough effect; inconclusive = small, poorly fitted or top-dose-only effect, or another doubt; inactive = no such curve, though single readings can be large; an effect the other way counts as inactive or inconclusive. Potency is read from the fitted curve at half-maximal effect. These rows are one share of the data; count on the stated rates, not on these rows.

molecule	BRCA1 expr up	ELG1 genotox	uPA surface inh	MBNL1 CUG block	NPC1 promoter act	p53 reactivation	Rab9 prom act	RORgamma inh	CXXC DNA block	FLuc counter	VP16 counter
COc1cc(C2NC(=O)NC(c3ccccc3)=C2C(C)=O)c(Br)c(Br)c1O (configuration not stated)	-12%	3%	-1%	-14%	1%	3%	3%	-29%[1.91 µM]	-3%	1%	7%
CN(C)c1cccc(C(=O)OCC(=O)Nc2ccccc2Sc2ccccc2)c1	-1%	-2%	1%	?	4%	3%	-1%	-5%	5%	0%	-4%
Cc1ccc(S(=O)(=O)N2CCN(S(=O)(=O)c3ccc(C)cc3)C3OCCOC32)cc1 (configuration not stated)	-27%	-15%	nt	-1%	-1%	-3%	-1%	-32%	3%	0%	-1%
COCCN(C(=O)COC(=O)/C=C/c1ccc(C(F)(F)F)cc1)c1c(N)n(Cc2ccccc2)c(=O)[nH]c1=O	-16%	-7%	1%	nt	7%	8%	-2%	nt	nt	-1%	nt
Nc1nonc1-n1nnc(C(=O)N/N=C/c2cc(Br)ccc2O)c1CNc1ccccc1	-21%	nt	12%	4%	-3%	0%	-1%	5µM*	?	-2%	7.1µM*
Cc1cc(C(=O)Nc2nccs2)c2cc(F)ccc2n1	-38%	-3%	5%	4%	2%	-5%	1%	?	-4%	5%	-10%
COC(=O)c1ccc2c(=O)[nH]c(COC(=O)CCC(=O)c3ccc(Cl)cc3)nc2c1	7%	-6%	0%	nt	-4%	2%	-4%	nt	nt	0%	nt
COc1cccc(C2=NOC(C(=O)Nc3cccc(C(C)=O)c3)C2)c1 (configuration not stated)	1%	-4%	19%	-9%	-3%	-6%	17%	18%	-9%	-10%	-4%
COCC(=O)Nc1nc(-c2ccccc2)c(C)s1	-23%	8%	nt	0%	0%	2%	1%	0%	-3%	-2%	-5%
CC(Sc1nnc(-c2ccncc2)n1C)C(=O)Nc1nccs1 (configuration not stated)	10%	-1%	-2%	-3%	-1%	10%	0%	-28%	-5%	2%	-5%
O=C1CC(N2CCN(Cc3ccccc3)CC2)C(=O)N1 (configuration not stated)	0%	3%	1%	-2%	-3%	3%	-2%	1%	2%	1%	3%
O=C1c2ccccc2C(Nc2ccccc2)N1c1ccc(Cl)cn1 (configuration not stated)	63%	-1%	-4%	-3%	10%	?	17%	11%	-3%	-4%	8%
CN(C(=O)C1CCOC1)c1nnc(-c2ccncc2)s1 (configuration not stated)	42%	-9%	-6%	2%	-1%	4%	-7%	9%	-1%	-4%	18%
CN1CCN(c2ccc(NC(=O)COc3ccccc3Cl)cc2)CC1	64%	?	-6%	-17%	-1%	?	-3%	24%	5%	?	17%
COc1ccc(N(C(=O)C(C)C)S(=O)(=O)c2cccs2)cc1	-71%	0%	-25%	-4%	-4%	-1%	-17%	3%	20%	2%	2%
Nc1ccc(NC(=O)c2cccc(C(=O)Nc3ccc(N)cc3Cl)c2)c(Cl)c1	-54%	0%	-10%	-1%	-16%	-1%	0%[1.84 µM]	-10%	2%	-17%	-18%
COc1cccc(/C=N/Nc2ncnc3c2ncn3Cc2ccccc2)c1O	-87%[inhibitor]	?	-7%	-3%	-23%	?	-27%	?	17%	-16%	?
CC(=O)Oc1cccc(N2C(=O)C3C(C2=O)C2C=CC3C23CC3)c1 (configuration not stated)	-13%	2%	3%	-1%	0%	6%	4%	14%	15%	3%	2%
O=C(NCc1ccco1)c1ccc(Br)c(S(=O)(=O)N2CCCCC2)c1	-54%	-24%	-16%	0%	-4%	2%	9%	?	-6%	5%	-10%
CCNC(=O)N1C(CC(=O)OCC)C(=O)NC2CCCCC21 (configuration not stated)	2%	2%	-2%	7%	-1%	nt	-1%	-9%	-2%	-1%	-1%

An excerpt from above in order of formula weight, ascending:
molecule	BRCA1 expr up	ELG1 genotox	uPA surface inh	MBNL1 CUG block	NPC1 promoter act	p53 reactivation	Rab9 prom act	RORgamma inh	CXXC DNA block	FLuc counter	VP16 counter
COCC(=O)Nc1nc(-c2ccccc2)c(C)s1	-23%	8%	nt	0%	0%	2%	1%	0%	-3%	-2%	-5%
COc1cccc(C2=NOC(C(=O)Nc3cccc(C(C)=O)c3)C2)c1 (configuration not stated)	1%	-4%	19%	-9%	-3%	-6%	17%	18%	-9%	-10%	-4%
Nc1ccc(NC(=O)c2cccc(C(=O)Nc3ccc(N)cc3Cl)c2)c(Cl)c1	-54%	0%	-10%	-1%	-16%	-1%	0%[1.84 µM]	-10%	2%	-17%	-18%
COC(=O)c1ccc2c(=O)[nH]c(COC(=O)CCC(=O)c3ccc(Cl)cc3)nc2c1	7%	-6%	0%	nt	-4%	2%	-4%	nt	nt	0%	nt
COc1cc(C2NC(=O)NC(c3ccccc3)=C2C(C)=O)c(Br)c(Br)c1O (configuration not stated)	-12%	3%	-1%	-14%	1%	3%	3%	-29%[1.91 µM]	-3%	1%	7%
COCCN(C(=O)COC(=O)/C=C/c1ccc(C(F)(F)F)cc1)c1c(N)n(Cc2ccccc2)c(=O)[nH]c1=O	-16%	-7%	1%	nt	7%	8%	-2%	nt	nt	-1%	nt

(more compounds)
molecule	BRCA1 expr up	ELG1 genotox	uPA surface inh	MBNL1 CUG block	NPC1 promoter act	p53 reactivation	Rab9 prom act	RORgamma inh	CXXC DNA block	FLuc counter	VP16 counter
Cc1cc(CNC(=O)C(C)n2cc([N+](=O)[O-])cn2)c2ccccc2n1 (configuration not stated)	1%	0%	-6%	5%	-3%	12%	-11%	-1%	6%	-1%	-12%
CCn1c(/C=C/Nc2ccccc2)[n+](CC)c2ccc(C(=O)OCC(F)(F)F)cc21	-60%	-5%	-10%	-6%	-1%	-22%	0%	11%	-19%	3%	-7%
CCOC(=O)C1CCN(c2nc(C)nc3c2oc2ccccc23)CC1	-6%	-15%	-11%	-3%	-1%	2%	8%	-4%	-1%	?	6%
Cc1ccc(S(=O)(=O)NCC(=O)N(CC(=O)NC(C)(C)C)Cc2ccc3c(c2)OCO3)cc1	0%	0%	-1%	-3%	1%	1%	0%	-3%	-3%	2%	-6%
Cc1noc(NS(=O)(=O)c2ccc(NC(=O)c3oc4ccc(F)cc4c3C)cc2)c1C	50%	11%	2%	-2%	1%	nt	24%	nt	-23%	15µM*	nt
CC1CCc2nc(NCCO)nc(C(F)(F)F)c2C1 (configuration not stated)	3%	2%	-15%	-10%	0%	-2%	0%	33%	7%	-5%	-1%
CCC1CCCCN1CCCNC(=O)CSc1nc2nc(C)c(Cc3ccccc3)c(C)n2n1 (configuration not stated)	-32%	-2%	7%	-5%	-5%	-11%	6%	-8%	9%	-2%	-15%
COc1ccc2ccccc2c1CNC(C)c1ccccc1 (configuration not stated)	-21%	-15%	-28%	-2%	-2%	0%	-5%	-16%	-6%	0%	-2%
Cn1nc(C(=O)NCCc2ccc(S(N)(=O)=O)cc2)c2c1-c1ccccc1S(=O)(=O)C2	-5%	-1%[9.26 µM]	-9%	3%	0%	3%	13%	0%	6%	0%	2%
O=C(CCc1c[nH]c2ccccc12)NCCc1ccc2c(c1)OCCO2	0%	?	0%	-4%	6%	15%	5%	2%	-1%	?	0%
Cc1ccc(NCC(=O)N/N=C/c2cccn2C)cc1	0%	-1%	-1%	0%	6%	-1%	0%	5%	0%	-17%	-3%
CC(C)c1ccc(NC(=O)NC2CC3CCC(C2)N3Cc2cccs2)cc1 (configuration not stated)	3%	-3%	5%	1%	-13%	-4%	-1%	-3%	17%	-1%	-8%
CCNC(=O)Nc1cc2nc(C)n(Cc3ccc(Br)cc3)c2nc1C	6%	6%	-8%	-3%	1%	1%	-6%	36%	-1%	-1%	0%

Bioassay records (PubChem BioAssay)
